KCNQ2 block: KCNQ2 potassium channel inhibitors, primary screen, cell-based, CHO-K1, FluxOR thallium flux, B-score (AID 2156) | Potassium voltage-gated channel subfamily KQT member 2 (Rattus norvegicus), O88943 | 20 min; hits give low values | B-score at 10 µM | 310,000 compounds, 1.1% hits;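 active = fluorescence ratio B-score at most minus 3 library SDs, with starting brightness B-score within 2 library SDs, cut at about -5.5 in these data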
Kir21 block: inhibitors of mouse Kir2.1 inward-rectifier potassium channel | Inward rectifier potassium channel 2 (Mus musculus), P35561 | HEK293-Kir2.1, FluxOR thallium flux fluorescence; hits give low values | B-score at 10 µM | 310,000 compounds, 0.85% hits;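 active = fluorescence ratio B-score at or below minus 3 SD of library scores, with starting-brightness B-score within 2 SD, cut at about -4.2 in these data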;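 also: channel flux triggered by added potassium and thallium sulfate stimulus; B-score of peak minus minimum fluorescence over baseline after thallium stimulus; more negative B-score means stronger Kir2.1 block with less thallium influx; some compounds called inactive have numbers as strong as hits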
Target sequence (P35561 whole entry, looked up): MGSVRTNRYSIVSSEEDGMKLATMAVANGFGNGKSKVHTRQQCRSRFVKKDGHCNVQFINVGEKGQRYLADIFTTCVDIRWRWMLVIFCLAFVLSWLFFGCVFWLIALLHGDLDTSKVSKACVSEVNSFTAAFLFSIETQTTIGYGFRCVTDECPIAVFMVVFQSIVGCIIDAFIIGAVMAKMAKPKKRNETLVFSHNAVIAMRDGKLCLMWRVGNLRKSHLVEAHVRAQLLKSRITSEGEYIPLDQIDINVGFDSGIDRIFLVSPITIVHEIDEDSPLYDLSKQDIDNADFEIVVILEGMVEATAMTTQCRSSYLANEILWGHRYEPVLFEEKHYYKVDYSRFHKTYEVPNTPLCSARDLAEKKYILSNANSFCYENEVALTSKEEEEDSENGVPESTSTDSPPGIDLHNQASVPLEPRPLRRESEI
STK33 kinase inh: inhibitors of purified STK33 kinase, primary screen, biochemical, ADP-Glo luminescence, homogeneous, cell-free; Serine/threonine-protein kinase 33 (Homo sapiens), Q9BYT3; MBP phosphorylation; inhibition, % at 10 µM; 320,000 compounds, 0.073% hits; AID 2661, 2010;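 active = inhibition at or above 25%, using the most active replicate where run in duplicate; inactive = inhibition below 25%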
Starred values were filed as active, the others as inactive; i = inactive; . = not tested or not shown.

Sample of the layout (3 entries):
canonical_smiles,KCNQ2 block,Kir21 block,STK33 kinase inh
COCC(=O)NC1CC2CCCC(C1)N2Cc1ccccc1 (stereo not given),i,-0.63,-0.9
O=C(Cc1c(Cl)cccc1Cl)OCc1ccccn1,i,-0.02,0.0
Cc1ccc(-c2nnc(N3CCCCC3)c3ccccc23)cc1S(=O)(=O)N1CCN(C)CC1,i,0.1,-1.5

All compounds of this part, from the first entry:
canonical_smiles,KCNQ2 block,Kir21 block,STK33 kinase inh
COCC(=O)NC1CC2CCCC(C1)N2Cc1ccccc1 (stereo not given),i,-0.63,-0.9
O=C(Cc1c(Cl)cccc1Cl)OCc1ccccn1,i,-0.02,0.0
Cc1ccc(-c2nnc(N3CCCCC3)c3ccccc23)cc1S(=O)(=O)N1CCN(C)CC1,i,0.1,-1.5
COc1ccc(C2CC(=O)c3cnc(N4CCN(Cc5ccccc5)CC4)nc3C2)cc1 (stereo not given),i,-0.58,0.6
Cc1ccc(C(=O)N2CCN(c3ccc([N+](=O)[O-])c(NCc4ccco4)c3)CC2)cc1,i,-0.14,-1.6
O=C(Cn1c(NCCCO)nc2ccccc21)c1ccc(Br)cc1,i,-1.2,-0.2
O=C(O)Cn1ccc2ccccc21,i,1.1,-0.6
CC(C(=O)Nc1ccccc1)N1C(=O)c2ccccc2C1=O (stereo not given),i,0.56,-1.7
CC1(OC(=O)c2ccc(Cl)nc2)C(=O)C=C2C=C(c3ccsc3)OC=C2C1=O (stereo not given),i,-1.4,0.1
O=C(CCc1ccccc1)c1c(O)cc(O)cc1O,-8.2*,0.84,4.7
O=C(NCCc1ccccc1Cl)C1CCC(=O)N(Cc2ccc(Cl)cc2)C1 (stereo not given),i,0.1,-0.9
COc1cc(OC)cc(C(=O)N[C@H](C(=O)Nc2ccc(NC(C)=O)cc2)C(C)C)c1,i,0.36,-1.9
COc1cccc(NC(=O)CSc2nnc(Cc3cccn3C)n2-c2ccc(F)cc2)c1,i,-0.62,-2.1
Cc1c(Cl)c(C(=O)Nc2nc3ccccc3n2CCN2CCCCC2)nn1C,i,-0.05,-0.3
Cc1cc(C)n(-c2ccc(Oc3ccccc3)c(S(=O)(=O)O)c2)n1,i,1.1,-0.7

Profiles from above. Screens in order: KCNQ2 block | Kir21 block | STK33 kinase inh
Listed for COCC(=O)NC1CC2CCCC(C1)N2Cc1ccccc1 (stereo not given) → i | -0.63 | -0.9
Listed for COc1cccc(NC(=O)CSc2nnc(Cc3cccn3C)n2-c2ccc(F)cc2)c1 → i | -0.62 | -2.1
Listed for O=C(Cc1c(Cl)cccc1Cl)OCc1ccccn1 → i | -0.02 | 0.0
Listed for COc1cc(OC)cc(C(=O)N[C@H](C(=O)Nc2ccc(NC(C)=O)cc2)C(C)C)c1 → i | 0.36 | -1.9
Listed for O=C(CCc1ccccc1)c1c(O)cc(O)cc1O → -8.2* | 0.84 | 4.7

Further results follow:
canonical_smiles,KCNQ2 block,Kir21 block,STK33 kinase inh
C=CCn1c2ccccc2n2nc(C)c(=O)nc12,i,1.6,-1.7
CCOc1ccccc1NC(=O)NNS(=O)(=O)c1cc(C)ccc1C,i,-0.55,3.6
CCNC(=O)c1ccccc1SCc1ccccc1,-7.4*,0.04,6.9
Cc1cccc(C)c1NS(=O)(=O)c1ccc2c(c1)NC(=O)CO2,i,-0.76,-1.0
CC(=O)N1CCC(C(=O)Nc2ccc(S(=O)(=O)N3CCC(C)CC3)cc2)CC1,i,-0.07,-0.7
CC(C)CC(=O)NN1CCCCC1,i,-1.8,-3.8
O=C(O)C1CCCN1S(=O)(=O)c1ccc(Cl)c(Cl)c1 (stereo not given),i,-1.2,-0.6
N#CC1=C(c2ccccc2)/C(=C/c2ccccc2)OC1=O,i,-0.08,0.3
CC(/C=C/c1ccccc1)=N\NC(=O)CSc1ccccn1,i,0.14,-1.1
COc1ccc(/C=N\NC(=O)c2ccc(-c3ccccc3)cc2)cc1COC(C)=O,i,-0.87,-14
O=C(COc1ccc2c3c(c(=O)oc2c1)CCCC3)N1C[C@H]2C[C@@H](C1)c1cccc(=O)n1C2,i,0.03,-2.0
Cc1ccc(C)c(Cn2nnc3c(=O)[nH]c(C4CCCN(C(=O)C5CCC5)C4)nc32)c1 (stereo not given),i,0.09,0.4
Cc1ccc(-n2c(=O)[nH]c3ncccc3c2=O)cc1,i,1,2.6
COC(=O)Cc1c(O)ccn(CCc2c[nH]c3ccc(OC)cc23)c1=O,i,0.02,-0.8
CC(=O)Oc1ccc(C(=O)Nc2cc(C)ccc2NC(=O)COc2ccccc2)cc1,i,1.5,0.5
Cc1ccc(Cc2c(C)nc3nc(SCC(=O)NCc4ccco4)nn3c2C)cc1,i,-2.1,-0.6
OCc1nc2ccccc2n1CCCOc1ccc(Br)cc1,i,-0.46,-2.8
Cc1ccc(NC(=O)CN2CCC(Cc3ccccc3)CC2)cc1S(=O)(=O)N(C)C,i,0.06,-0.5
Cc1cc(=O)oc2c(C)c(OCC(=O)NCc3ccccn3)ccc12,i,-0.09,-0.3
NS(=O)(=O)c1ccc(NC(=O)c2ccccc2C(=O)N2CCCCC2)cc1,i,1.2,-1.1
COc1ccc(-c2onc(C)c2-c2cnn(-c3ccccc3)c2)c(O)c1,i,2.1,-0.9
CCn1c(SCc2ccc(OC)c(F)c2)nc2ccccc2c1=O,i,1.8,-0.2
CCCn1c(O)c(N=NC(=O)CNC(=O)/C=C/c2ccc(OC)cc2)c2ccccc21,i,0.89,-0.1
O=C(Nc1ccc(N2C(=O)C3CCCCC3C2=O)cc1Cl)c1cccs1 (stereo not given),i,-0.11,-2.3
CCCCCN(C(=O)COC(=O)CSc1ccc([N+](=O)[O-])cc1)c1c(N)n(CCCC)c(=O)[nH]c1=O,i,-0.13,-1.1
CC(C)c1c(O)nc(SCCN(C)C)[nH]c1=O,i,-0.83,0.2
COc1ccc(CCNS(=O)(=O)c2cccc(S(=O)(=O)N3CCCC3)c2)cc1OC,i,2.5,.
O=C(CCCSc1nc2ccccc2[nH]1)NCc1ccc(Cl)cc1,i,0.77,-0.9
CCN(CC)/C(=N\S(=O)(=O)c1ccccc1C)c1ccccc1,i,-0.95,-1.7
CN1CCN(CC(O)COc2ccccc2)CC1 (stereo not given),i,2.5,-1.2
Cn1cccc1Cc1nnc(SCC(=O)Nc2ccc3c(c2)OCO3)n1CCc1ccccc1,i,-2.8,2.2
CCOc1cccc(C(=O)Nc2ccc(NC(=O)c3cc4ccccc4o3)c(OC)c2)c1,i,-1.7,-1.6
CCOc1ccccc1N(C)C(=O)CCS(=O)(=O)c1ccc2c(c1)NC(=O)CO2,i,0.57,1.1
Cc1ccc2[nH]c(=O)c(CN(Cc3ccccc3)Cc3nnnn3C3CCCC3)cc2c1,i,-0.65,-0.8
COC(=O)c1ccccc1NC(=O)Nc1cccs1,i,1.2,2.2
CSc1nc2c(c(=O)[nH]c(=O)n2C)n1Cc1ccccc1Cl,i,0.06,-0.4
CCn1c(SCc2cccc(C)c2)nnc1-c1ccc(C)cc1,-6*,-3.9,-1.5
COC(=O)Nc1ccc(S(=O)(=O)N(CCO)CCO)cc1,i,2.1,0.3
CN1CCN(C(=O)/C(=C/c2ccc(N(C)C)cc2)NC(=O)c2ccccc2)CC1,i,-0.12,0.3
Cc1ccc(S(=O)(=O)N(C)C)cc1NC(=O)Nc1c(-c2ccccc2)noc1C,i,0.27,-2.1
COc1ccc(CN2C(=O)c3cccnc3C2=O)cc1S(=O)(=O)N(C)Cc1ccco1,i,0.89,-0.8
O=C1/C(=C/c2ccc(Cl)cc2)NC(=S)N1Cc1cccnc1,i,-2,-2.3
O=[N+]([O-])/C(C(Cl)=C(Cl)Cl)=C(/NC1CC1)Sc1ccccc1,i,-0.8,-0.1
COc1ccccc1NC(=O)C/C(N)=N/O,i,0.55,-0.6
N#Cc1ccsc1NC(=O)COC(=O)c1ccc2ccccc2c1,i,0.73,-1.0

Records listed above printed as active in KCNQ2 block:
canonical_smiles,KCNQ2 block,Kir21 block,STK33 kinase inh
O=C(CCc1ccccc1)c1c(O)cc(O)cc1O,-8.2*,0.84,4.7
CCNC(=O)c1ccccc1SCc1ccccc1,-7.4*,0.04,6.9
CCn1c(SCc2cccc(C)c2)nnc1-c1ccc(C)cc1,-6*,-3.9,-1.5

Further results:
canonical_smiles,KCNQ2 block,Kir21 block,STK33 kinase inh
Fc1ccc(C(c2ccc(F)cc2)N2CCN(C/C=C/c3ccccc3)CC2)cc1,-8.6*,-1.6,-0.7
CCCCOc1ccc(-c2cc(C(F)(F)F)c(C#N)c(SCC(=O)O)n2)cc1,i,1.3,-0.8
COC(=O)c1ccccc1NC(=O)Nc1nnc(N2CCC(C)CC2)s1,i,-0.75,-1.3
O=C(Nc1ccccc1F)C1CCCN(S(=O)(=O)c2ccc(-n3cnnn3)cc2)C1 (stereo not given),i,0.51,0.7
COC(=O)c1cccc(NCN2C(=O)c3ccccc3C2=O)c1,i,1,-1.3
Cc1ccc(C(=O)Nc2nnc(-c3ccco3)o2)cc1,i,0.62,0.0
O=C(CCCC(=O)N(CC(=O)NC1CCCCC1)Cc1ccccc1)Nc1ccccn1,i,0.05,2.4
Oc1ccc(-c2nc3ccc4ccccc4c3c3c2CCC3)cc1O,i,0.23,-0.8
CC(=O)Nc1ccc(/C(C)=N/Nc2nc(Nc3cccc4ccccc34)nc(N3CCOCC3)n2)cc1,i,0.08,0.1
O=C(Nc1nc(-c2ccccc2)cs1)C1c2ccccc2Oc2ccccc21,i,0.4,0.2
O=C(/C=C/c1ccc(S(=O)(=O)N2CCOCC2)cc1)NCc1ccc(Cl)cc1,i,-0.83,-0.8

Hits appear at their usual frequency; overall some 1.9% were active at least once.
